Bcl-XL Bim block: human Bim-Bcl-XL interaction inhibition. Q07817. Bim peptide-Bcl-XL binding, bead flow cytometry, fluorescence. inhibition, % at 10 µM. actives 0.04% (n = 190,000)
Rab7 wt GTP bind: dog Rab7 wildtype GTP binding, inhibitors and activators; GST-Rab7 beads, fluorescent GTP binding, flow cytometry; actives lie on both sides; untreated = 100%, excess cold GTP = 0%; GTP binding activity (percent of control), % at 10 µM; actives 0.055% (n = 190,000); AID 758;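 active means fluorescent GTP binding to Rab7 beads changed by at least 20 points from the 100% baseline, either direction, mostly lower; inconclusive means compound itself probably fluorescent, or too few beads counted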;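 further: median green fluorescence of bound Bodipy-FL-GTP per Rab7 bead population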
Rac1 mut GTP: modulators of GTP binding to human Rac1 activated mutant | P63000 | GST-Rac1 activated beads, fluorescent GTP binding, flow cytometry; actives lie on both sides; 100% means binding = to untreated wells | percent activity (GTP binding), % at 10 µM | actives 0.11% (n = 190,000) | AID 764;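 active means GTP binding at least 20 percentage points away from the 100% baseline, in either direction, so actives lie on both sides; inconclusive means Compound likely fluorescent itself, or too few beads counted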
Bim-Bcl-W: human Bim-Bcl-W interaction inhibition | inhibition, % at 10 µM | actives 0.02% (n = 190,000) | AID 952 | bead-based flow cytometry, Bim peptide-Bcl-W binding;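 further: 0% = bound tracer without compound and 100% = peptide blocker; higher means less fluorescent Bim peptide bound to Bcl-W beads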
Target sequence (Q92843 whole entry, looked up): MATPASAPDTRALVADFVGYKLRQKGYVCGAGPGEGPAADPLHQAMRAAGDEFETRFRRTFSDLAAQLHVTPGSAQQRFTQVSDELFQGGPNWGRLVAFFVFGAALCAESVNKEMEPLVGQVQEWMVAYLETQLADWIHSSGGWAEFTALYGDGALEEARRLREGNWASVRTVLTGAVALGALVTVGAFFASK
HRas wt GTP bind: modulators of GTP binding to human HRas wildtype. GST-Ras wt beads, Bodipy-FL-GTP binding, flow cytometry; actives lie on both sides. GTP binding activity, % at 10 µM. actives 0.14% (n = 190,000). AID 759;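 active means GTP binding activity at least 20% away from the 100% baseline, either lowered as inhibitor or raised as activator; inconclusive means flagged as likely green fluorescent, judged across all proteins in the well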;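 further: 0% = unlabeled GTP competition control and 100% = no-compound control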
Target sequence (P01112 whole entry, looked up): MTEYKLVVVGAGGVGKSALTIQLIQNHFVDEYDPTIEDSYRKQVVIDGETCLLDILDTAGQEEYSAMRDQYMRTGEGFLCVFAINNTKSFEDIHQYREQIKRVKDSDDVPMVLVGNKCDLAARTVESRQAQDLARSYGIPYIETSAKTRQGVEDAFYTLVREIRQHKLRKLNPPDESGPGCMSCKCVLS
Bim-Bfl-1: inhibitors of Bim-Bfl-1 interaction, human | Q16548 | Bead-based flow cytometry, Bim-Bfl-1 binding inhibition | inhibition, % at 10 µM | actives 0.12% (n = 190,000) | AID 1008;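 further: 0% = wells without compound plus tracer and 100% = blocker peptide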
Bcl-2 Bim block: inhibitors of Bim-Bcl-2 interaction, human; P10415; inhibition, % at 10 µM; Bead-based flow cytometry, Bim peptide-Bcl-2 binding; actives 0.06% (n = 190,000); in the data active means inhibition above about 40%; inconclusive means no clear call, values can overlap the other calls;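 further: 0% = no compound wells with probe peptide and 100% = reference peptide inhibitor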
Target sequence (P10415 whole entry, looked up): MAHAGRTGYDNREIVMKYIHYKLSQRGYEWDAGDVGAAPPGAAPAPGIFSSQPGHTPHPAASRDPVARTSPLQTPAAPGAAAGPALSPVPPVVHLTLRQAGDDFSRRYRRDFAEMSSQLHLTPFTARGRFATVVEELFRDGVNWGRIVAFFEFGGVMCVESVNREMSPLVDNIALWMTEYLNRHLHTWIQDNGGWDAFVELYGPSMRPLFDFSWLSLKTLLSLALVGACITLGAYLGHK
Cdc42 wt GTP: modulators (inhibitors or activators) of GTP binding to human Cdc42 wildtype | GST-Cdc42 beads, Bodipy-GTP binding, flow cytometry; actives lie on both sides | percent activity (GTP binding), % at 10 µM | actives 0.2% (n = 190,000);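 active means percent activity GTP binding at least 20 points away from the 100% baseline, either down as inhibitor or up as activator; inconclusive means compound flagged as likely green fluorescent from well-wide comparison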;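 further: median bead fluorescence of bound Bodipy-FL-GTP at 100 nM; 0% = excess unlabeled GTP control and 100% = no compound control; below 100% means less GTP binding so inhibitor and above means activator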
Target sequence (P60953 whole entry, looked up): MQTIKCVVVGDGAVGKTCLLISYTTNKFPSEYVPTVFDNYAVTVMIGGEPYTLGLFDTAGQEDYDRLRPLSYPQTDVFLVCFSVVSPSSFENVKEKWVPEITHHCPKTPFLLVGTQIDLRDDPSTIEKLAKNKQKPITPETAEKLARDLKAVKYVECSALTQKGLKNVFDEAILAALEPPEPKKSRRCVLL
Bim-Bcl-B: inhibitors of Bim-Bcl-B interaction, human; Q9HD36; bead-based flow cytometry, Bim peptide-Bcl-B binding; inhibition, % at 10 µM; actives 0.073% (n = 190,000); AID 951;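 further: 0% = tracer peptide without compound and 100% = reference inhibitor peptide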
Target sequence (Q9HD36 whole entry, looked up): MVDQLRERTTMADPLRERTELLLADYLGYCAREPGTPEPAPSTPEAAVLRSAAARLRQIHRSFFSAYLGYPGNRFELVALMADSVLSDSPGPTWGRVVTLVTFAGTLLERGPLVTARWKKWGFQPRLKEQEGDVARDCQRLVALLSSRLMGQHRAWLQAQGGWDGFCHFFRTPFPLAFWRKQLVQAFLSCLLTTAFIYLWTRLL
Rac1 wt GTP bind: human Rac1 wildtype GTP binding, inhibitors and activators; P63000; GST-Rac1 beads, fluorescent GTP binding, flow cytometry; actives lie on both sides; 0 = cold GTP competed, 100 = untreated; GTP binding activity (% of control), % at 10 µM; actives 0.27% (n = 190,000); AID 757;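 active means GTP binding activity at least 20 points away from the 100% control level, either lower or higher; inconclusive means compound flagged as likely green fluorescent, judged across all proteins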
Rab2 wt GTP: changes GTP binding to wildtype dog Rab2A, up or down. P61105. GST-Rab2 wt beads, Bodipy-GTP binding, flow cytometry. GTP binding activity, % at 10 µM. actives 0.19% (n = 190,000). AID 760;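 active means GTP binding activity at least 20 points away from 100%, either lowered or raised; inconclusive means signal likely due to the compound's own green fluorescence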;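 further: 0% = beads with excess unlabeled GTP and 100% = no-compound control corrected for plate trend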
An asterisk follows results filed as active; ? = inconclusive. Unless noted, no stated cut-off is given here; in the data, active means inhibition above about 40%.

Bcl-XL Bim block	Rab7 wt GTP bind	Rac1 mut GTP	Bim-Bcl-W	HRas wt GTP bind	Bim-Bfl-1	Bcl-2 Bim block	Cdc42 wt GTP	Bim-Bcl-B	Rac1 wt GTP bind	Rab2 wt GTP	smiles
0	97	95	12	97	15	2	98	-13	99	93	O=C(/C=C/c1ccc(-c2ccccc2[N+](=O)[O-])o1)c1ccccc1
2	102	97	-1	97	2	0	98	0	99	99	CCOc1[nH]n(-c2ccc(Cl)cc2)c(=O)c1C=Nc1ccc(C)cc1
-5	96	95	0	98	3	0	96	-5	98	97	CC1CCCC2(C1)NC(=S)N(c1ccccc1)N2 (stereo not given)
0	93	98	-1	96	-1	-3	98	-6	103	96	Cc1c(Cl)cccc1NC(=S)N1CCN(S(=O)(=O)c2cccs2)CC1
-2	94	95	-2	98	0	0	101	-5	102	97	Cc1ccc2oc(=O)c3cnn(CC(=O)Nc4cc(-c5cccc(F)c5)no4)c3c2c1
-11	99	99	-1	101	-14	-5	101	-5	102	101	O=c1c(F)cn(C2CCCO2)c(=O)n1Cc1c(F)cccc1Cl (stereo not given)
-2	99	98	0	100	3	-1	99	0	98	98	Cc1nc2cc(Cl)c(Cl)cc2nc1C
-3	95	94	-3	93	-2	-4	92	-5	93	92	CCOC(=O)NC(=O)COC(=O)c1ccc(Sc2ncn[nH]2)c([N+](=O)[O-])c1
-2	99	97	-1	101	-1	-4	100	-3	98	98	O=C(O)c1cccc(Cn2c(Cl)c(/C=N/NC(=O)c3ccccc3)sc2=O)c1
-9	101	101	-5	103	0	3	105	-4	104	103	O=C(Oc1cccc(Br)c1)c1cccnc1
-10	99	97	-7	99	-8	-8	98	-7	101	99	NC(=O)CSc1nc2cc([N+](=O)[O-])ccc2n1-c1cccc(C(F)(F)F)c1
4	95	98	2	93	0	0	94	2	99	89	Cc1ccccc1NC(=O)c1sc2nc[nH]c(=O)c2c1C
-14	101	100	0	102	-17	-10	101	-7	105	102	COc1ccc(Cl)cc1C(=O)OCC(=O)NC(=O)c1cccn1C
-6	98	100	1	102	-11	-10	99	-8	106	98	Cc1ccc2c(CC(=O)N3CCN(S(=O)(=O)c4ccc5c(c4)OCCO5)CC3)coc2c1
-3	99	100	-1	101	-17	-9	104	-10	105	101	COC(=O)c1ccc2ccn(CC(=O)NC3CCCCC3)c2c1
0	101	97	-2	101	-2	-1	103	-2	101	98	CN(C)S(=O)(=O)c1cccc(C(=O)OCC(=O)Nc2sccc2C(N)=O)c1
2	96	96	5	97	-6	-4	98	-8	92	96	Cc1ccc(NC(=O)c2c(C(F)(F)F)nn(C)c2SCc2cccc(C(F)(F)F)c2)cc1C
-4	106	94	-2	100	-7	-3	92	-3	96	97	Cc1nccn1-c1ccc(C(F)(F)F)cc1[N+](=O)[O-]
-1	97	96	-1	97	-16	-10	98	-7	98	96	COc1cccc(CN(C)C(=O)c2ccc(S(=O)(=O)N3CCCC3)cc2)c1OC
-1	99	94	-1	96	0	-3	98	-1	95	96	c1ccc(-c2ncnc3nc4n(c23)CCC4)cc1
-7	97	100	0	102	-9	-7	103	-4	103	100	Oc1cc(Cc2ccccc2)cnc1CN1CCCCC1
1	89	94	2	96	4	1	95	-4	97	97	C/C(=N\Nc1cccc2cccnc12)c1ccc[nH]1
-2	94	97	0	98	-1	-2	100	0	97	96	Cc1cccc(NC(=O)N2CCC(NC(=O)c3ccccc3C)CC2)c1
0	96	97	-2	95	1	0	97	0	99	93	CCSc1nnc(NC(=O)Cc2cc(OC)c(OC)c(OC)c2)s1
-5	102	101	-4	107	-2	-1	108	-6	108	108	CCC(=O)N1CCCc2cc(S(=O)(=O)N3CCN(C4CCCCC4)CC3)ccc21
1	103	95	0	97	-5	-3	97	-3	99	98	O=C(NN=C1CCCC1)c1n[nH]c2c1CCC2
0	93	93	0	94	-5	-3	96	-2	95	92	CCOC(=O)c1cc(NC(=O)Nc2ccccc2Cl)c(C)nc1C
0	91	96	4	95	4	2	97	0	98	97	CCOc1ccccc1NC(=O)c1ccc(NC(=O)c2ccco2)cc1
0	100	96	-2	99	-2	1	102	3	101	100	O=C(Nc1ccc(Cl)c(Cl)c1)N1CC=C(c2ccccc2)CC1
-5	98	86	0	94	-3	-2	91	-2	94	91	Cc1ccc(NCc2nnc(SCC(=O)O)n2Cc2ccccc2)cc1Cl
-5	104	101	0	102	0	-1	100	-7	103	99	CCOC(=O)c1cc(-c2ccccc2)sc1NC(=O)C(C)OC(=O)c1cccnc1Cl (stereo not given)
-3	98	94	0	91	0	0	93	-1	92	93	COc1ccc(CS(=O)(=O)c2nc(C)cc(C)c2S(C)(=O)=O)cc1
-3	100	99	0	103	2	5	105	3	100	103	COc1ccc(NC(=O)c2c(OC)cccc2OC)c(OC)c1
-5	105	104	-3	107	-7	-4	107	-5	108	104	CCC(C)N(C(=O)COC(=O)/C=C/c1ccc(O)c(OC)c1)C1CCS(=O)(=O)C1 (stereo not given)
-3	96	97	1	98	-1	-3	99	-13	99	98	Cc1cc(=S)[nH]c2ccccc12
-6	103	101	-4	103	-6	-1	101	-4	105	102	Cc1cc(C)nc(SCc2cc(=O)c(OC(=O)c3ccco3)co2)n1
-5	99	93	-2	95	5	3	95	0	97	96	O=C(CNCc1ccc(Cl)cc1)Nc1cccc(C(=O)O)c1
-1	92	91	0	94	-14	-8	93	-9	93	93	O=C(Nc1cccc(F)c1)N(Cc1ccc(Cl)cc1)CC(O)C(F)(F)F (stereo not given)
-2	96	96	0	100	-6	-1	100	-4	101	98	COc1ccc2nc(C)c(C(N)=O)cc2c1
-13	101	101	-10	101	-9	-6	103	-16	106	99	CC(=O)Nc1sc(N/N=C\c2cccc(Cl)c2)nc1-c1cccs1
-7	103	99	-4	100	0	-2	100	-6	102	98	CC1(C)CC(=O)C(Sc2ccccc2C(=O)O)=C(O)C1
-1	101	94	-4	99	-1	-3	97	-3	98	95	O=C(O)c1cc2c(s1)-c1ccccc1OC2
-1	97	94	1	93	-5	-2	93	1	94	92	COc1cc(OC)cc(-c2nc3ccccc3c(=O)n2NC(=O)c2cccnc2Cl)c1
-5	100	101	-3	101	-4	-3	99	-5	104	99	O=C(Nc1ccccc1)c1cccc(S(=O)(=O)Nc2ccccn2)c1
-3	103	100	1	99	-6	-8	98	-6	103	98	Cc1cc(CN(C)C(=O)CC2C(=O)NCCN2Cc2c(F)cccc2Cl)n[nH]1 (stereo not given)
0	103	93	2	96	-1	-1	95	0	94	98	C=C(C)C1CC=C(C)/C(=N/NC(=O)CCCNc2cccc(C)c2)C1 (stereo not given)
-8	98	99	1	101	-9	-5	102	-5	101	101	CC1(C)CC(=O)C=C(Nc2ccccn2)C1
-5	103	100	2	101	-8	-3	101	-6	105	102	Cc1ccc(Cn2nnc3c(=O)n(CC(=O)c4ccccc4)cnc32)cc1
-8	100	98	0	100	-9	-7	98	-8	100	100	COC(=O)C(Cc1ccc(OC(=O)c2ccccc2C)cc1)N1Cc2ccccc2C1=O (stereo not given)
1	95	94	2	96	2	0	97	1	93	95	COc1ccc(N2C3=[N+](CC2(C)O)c2ccccc2CC3)cc1 (stereo not given)
-8	99	97	-6	99	-2	-9	95	-15	100	95	c1ccc(CSc2nnc(Cc3ccccc3)o2)cc1
-2	101	98	0	99	-10	-2	99	-7	103	98	CN(C)c1ccc(/C=N/NC(=O)c2ccc(Cl)cc2)cc1
-4	97	99	-6	101	-4	-1	103	-14	108	97	Cc1cc(C)nc(N/C(=N/S(=O)(=O)Cc2ccccc2)Nc2ccccc2)n1
-2	101	98	-1	99	-8	-7	97	-9	102	100	CC(C)CC(NC(=O)C(Cc1ccc(OCc2ccccc2)cc1)NC(=O)OC(C)(C)C)C(N)=O (stereo not given)
-3	102	102	1	103	-8	-3	104	-8	104	102	CCOC(=O)C(C(=O)Nc1cccc(C)n1)C1CCCCC1 (stereo not given)
0	103	102	1	102	-12	-8	102	-9	104	103	Cc1c(F)cccc1NS(=O)(=O)c1ccccc1C#N
-8	101	101	-2	102	-20	-13	107	-12	108	102	CCOC(=O)CN(Cc1ccc(OC)c(OC)c1)S(=O)(=O)c1ccc(OC)cc1
0	99	96	4	97	0	4	99	-1	100	95	C[N+]1=C2CCCCCN2C(O)(c2ccccc2)C1 (stereo not given)
0	102	93	1	96	-3	3	96	4	97	97	Cc1ccc(C2(C)NC(=O)N(CC(=O)Nc3cccnc3Cl)C2=O)cc1 (stereo not given)
-11	99	95	-4	96	-8	-5	96	-9	99	96	COc1ccc(C2CC(C(F)(F)F)n3nc(C(N)=O)c(Cl)c3N2)cc1OC (stereo not given)

Further results follow.
Bcl-XL Bim block	Rab7 wt GTP bind	Rac1 mut GTP	Bim-Bcl-W	HRas wt GTP bind	Bim-Bfl-1	Bcl-2 Bim block	Cdc42 wt GTP	Bim-Bcl-B	Rac1 wt GTP bind	Rab2 wt GTP	smiles
-8	?	?	-6	?	-8	-3	?	-10	?	?	CC(C)(C)c1ccc(C(=O)CC(Sc2ccc(Cl)cc2)C(=O)O)cc1 (stereo not given)
-6	101	98	-5	99	-6	-8	97	-8	103	99	O=C(COC(=O)[C@@H]1CCCN1S(=O)(=O)c1ccc(Cl)cc1)NC12CC3CC(CC(C3)C1)C2
-3	102	99	0	100	-11	-6	102	-7	100	100	COC(=O)CSc1nc(N)c(C#N)c(C(C)C)c1C#N
-7	100	96	3	99	-12	-9	95	-4	99	98	COc1ccc(C)cc1S(=O)(=O)N1c2ccccc2CC1C (stereo not given)
1	96	96	4	99	-8	-4	98	-3	101	98	CC1(C)Cc2ccccc2-c2nnc(SCC(=O)Nc3nc4ccccc4s3)n21
1	99	97	0	98	1	0	95	0	97	102	COc1ccc(CCNC(=O)CSc2nnc(-c3ccc(F)cc3)o2)cc1OC
0	97	90	-3	91	-3	-2	90	-8	92	92	Oc1c(Br)cc(Br)cc1C=Nc1ccc2c(c1)OCCO2
-3	99	93	0	95	1	6	94	5	93	91	NC(=O)SCC(=O)Nc1ccc(Cl)cc1
-4	105	102	-4	102	-9	-3	102	-5	106	101	COc1ccc(OCC(=O)N/N=C(\C)c2ccc(-n3ccnc3)cc2)cc1
-3	107	95	-1	96	-5	0	96	-3	98	99	CCOC(=O)C(=O)N1CCN(c2ccccc2OC)CC1

Random excerpt: 3 compounds from above.
Bcl-XL Bim block	Rab7 wt GTP bind	Rac1 mut GTP	Bim-Bcl-W	HRas wt GTP bind	Bim-Bfl-1	Bcl-2 Bim block	Cdc42 wt GTP	Bim-Bcl-B	Rac1 wt GTP bind	Rab2 wt GTP	smiles
0	103	102	1	102	-12	-8	102	-9	104	103	Cc1c(F)cccc1NS(=O)(=O)c1ccccc1C#N
-5	100	101	-3	101	-4	-3	99	-5	104	99	O=C(Nc1ccccc1)c1cccc(S(=O)(=O)Nc2ccccn2)c1
-8	98	99	1	101	-9	-5	102	-5	101	101	CC1(C)CC(=O)C=C(Nc2ccccn2)C1

Bioassay records as filed in PubChem BioAssay.
